PAFAH1B2 inh: blocks human PAF acetylhydrolase 1b catalytic subunit 2; P68402; recombinant PAFAH1B2, FP-rhodamine activity probe, fluorescence polarization; inhibition, % at 3.39 µM; 340,000 tested, 1.2% active; AID 492953;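 active = inhibition above the mean of all tested compounds plus 3 SD, cut at about 24% in these data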;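 also: 0% = enzyme with DMSO and 100% = wells lacking PAFAH1B2; many of its hits are not listed in these tables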
Target sequence (P68402 whole entry, looked up): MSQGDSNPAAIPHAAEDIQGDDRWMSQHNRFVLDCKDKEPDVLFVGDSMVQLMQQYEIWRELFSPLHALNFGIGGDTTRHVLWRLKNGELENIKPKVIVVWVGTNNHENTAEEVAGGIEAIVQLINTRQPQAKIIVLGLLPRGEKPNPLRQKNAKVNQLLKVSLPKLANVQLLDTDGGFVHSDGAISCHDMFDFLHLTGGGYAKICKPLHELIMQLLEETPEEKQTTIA
GSTO1 inh: counter-screen for RBBP9 inhibitors: inhibitors of human GSTO1. P78417. recombinant GSTO1, activity-based probe fluorescence polarization. AID 1974. 300,000 tested, 1.1% active. inhibition, % at 5.96 µM;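 active = inhibition above the campaign mean inhibition plus 3 SD, cut at about 35% in these data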;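 also: 0% = GSTO1-1 with DMSO and 100% = wells lacking GSTO1-1 enzyme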
PAFAH2 FP inh: PAFAH2 (human) inhibition | Q99487 | recombinant PAFAH2, FP-rhodamine activity probe, fluorescence polarization | inhibition, % at 3.39 µM | 340,000 tested, 0.99% active;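 active = inhibition above the mean over all tested compounds plus 3 SD, cut at about 30% in these data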;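 also: inhibitors block probe labeling of enzyme so polarization drops; 0% = enzyme with DMSO and 100% = wells lacking PAFAH2 protein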
PAD4 inh: blocks human protein arginine deiminase 4. AID 485272. 330,000 tested, 0.41% active. recombinant PAD4, RCA probe fluorescence polarization. inhibition, % at 6.36 µM;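 active = percent inhibition above a cutoff equal to the mean of all tested compounds plus 3 SD, cut at about 15% in these data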;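 also: 0% = PAD4 with RCA probe and DMSO and 100% = probe without PAD4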
PAFAH1B3 inh: PAFAH1B3 (human) inhibition. Q15102. recombinant PAFAH1B3, FP-rhodamine probe, fluorescence polarization. inhibition, % at 3.39 µM. 340,000 tested, 0.28% active;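 active = inhibition above the screen-wide average of all tested compounds plus 3 SD, cut at about 25% in these data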;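 also: 0% = enzyme with DMSO only and 100% = wells lacking PAFAH1B3 protein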
LYPLA2 inh: counter-screen for PME1 inhibitors: inhibitors of human LYPLA2. O95372. recombinant LYPLA2, FP-Rh probe fluorescence polarization. inhibition, % at 5.9 µM. 320,000 tested, 0.38% active;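 active = inhibition above the screen-wide mean plus 3 SD, limit set per campaign, cut at about 26% in these data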;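 also: 0% = LYPLA2 with DMSO and 100% = wells lacking LYPLA2 enzyme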
Target sequence (O95372 whole entry, looked up): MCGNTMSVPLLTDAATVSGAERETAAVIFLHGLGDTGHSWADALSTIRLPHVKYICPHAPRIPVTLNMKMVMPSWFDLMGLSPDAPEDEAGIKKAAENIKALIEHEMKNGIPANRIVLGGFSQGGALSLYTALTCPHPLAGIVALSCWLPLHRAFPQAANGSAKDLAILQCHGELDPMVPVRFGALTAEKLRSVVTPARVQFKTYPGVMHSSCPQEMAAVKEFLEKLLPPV
PME-1 inh: PME-1 (human) inhibition | Q9Y570 | recombinant PME-1, FP-Rh probe fluorescence polarization | inhibition, % at 5.9 µM | 320,000 tested, 0.53% active | AID 2130;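 active = inhibition above the campaign mean of all compounds plus 3 SD, cut at about 26% in these data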;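 also: competitive labeling of PME-1 active site by serine hydrolase directed probe; 0% = PME-1 with DMSO and 100% = wells lacking PME-1 enzyme; inhibitors block probe labeling so polarization falls and inhibition rises; many of its hits are not listed in these tables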
LYPLA1 inh: counter-screen for PME1 inhibitors: inhibitors of human LYPLA1 | 320,000 tested, 0.16% active | recombinant LYPLA1, FP-Rh probe fluorescence polarization | O75608 | inhibition, % at 5.9 µM;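 active = inhibition above the mean of all tested compounds plus 3 SD, set per campaign, cut at about 14% in these data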;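 also: inhibitors block serine hydrolase probe labeling of LYPLA1 so polarization falls; 0% = enzyme with DMSO and 100% = wells lacking LYPLA1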
pPAFAH inh: pPAFAH (human) enzyme inhibition; AID 463082; recombinant pPAFAH, FP-rhodamine probe fluorescence polarization; Q13093; inhibition, % at 3.39 µM; 330,000 tested, 1.5% active;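 active = inhibition above the mean inhibition across the screen plus 3 SD, cut at about 25% in these data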;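 also: inhibitors block binding of the rhodamine activity-based probe so polarization drops; 0% = enzyme with DMSO and 100% = wells lacking pPAFAH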
Target sequence (Q13093 whole entry, looked up): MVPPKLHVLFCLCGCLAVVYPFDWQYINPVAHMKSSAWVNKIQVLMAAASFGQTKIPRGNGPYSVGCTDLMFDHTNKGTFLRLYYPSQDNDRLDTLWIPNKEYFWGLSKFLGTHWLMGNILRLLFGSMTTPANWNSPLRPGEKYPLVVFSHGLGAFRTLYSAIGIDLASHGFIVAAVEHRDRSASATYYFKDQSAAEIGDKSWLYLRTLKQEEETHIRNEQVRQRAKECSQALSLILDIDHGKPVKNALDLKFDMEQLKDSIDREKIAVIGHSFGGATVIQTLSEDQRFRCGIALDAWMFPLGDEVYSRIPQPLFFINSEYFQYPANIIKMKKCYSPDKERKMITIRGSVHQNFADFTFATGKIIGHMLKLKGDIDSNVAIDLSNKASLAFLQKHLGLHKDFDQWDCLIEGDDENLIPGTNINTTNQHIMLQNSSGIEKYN
Numbers without * were called inactive; / = no result given. Not all compounds are listed; the hit share may differ from the screen's.

SMILES	PAFAH1B2 inh	GSTO1 inh	PAFAH2 FP inh	PAD4 inh	PAFAH1B3 inh	LYPLA2 inh	PME-1 inh	LYPLA1 inh	pPAFAH inh
COc1ccccc1N1CCN(C(=O)c2coc(=O)c(Br)c2)CC1	2	-2	5	34*	13	-5	-2	0	2
Cc1c(S(=O)(=O)N2CCOCC2)c(=O)n(C)c(=O)n1C	-2	4	-2	3	4	1	-1	-1	2
CCN(CC)CCNC(=O)c1ccc(NC(=O)C2CCN(c3ncnc4sc(C)c(C)c34)CC2)cc1	2	-5	-5	-4	-1	0	2	-1	-2
O=C(O)C1CCN(S(=O)(=O)c2ccc3c(c2)OCCCO3)CC1	6	-10	-3	-2	1	-3	-4	1	-1
O=C(NC1CCCCC1)N1CCC(n2cnc3ccccc32)CC1	3	1	-7	-2	6	8	-3	1	7
CCOc1ccc(NC(=O)c2cccc(NC(=O)c3ccccc3)c2)cc1	2	-8	-8	6	6	-12	-5	-10	-2
CC(C)(C)OC(=O)NCCCCCNC(=O)c1ncn(Cc2ccccc2)c1C(=O)NCCCCCNC(=O)OC(C)(C)C	-3	/	4	-9	5	/	/	/	1
Cc1nn(-c2ccccc2)c(N2CCCCC2)c1/C=N/NC(=O)c1ccncc1	2	1	1	-9	6	-4	-3	0	3
COc1ccc(CCN(C)C(=O)CCNS(=O)(=O)c2ccccc2C(F)(F)F)cc1OC	8	/	2	7	-4	-2	3	0	-6
CC(C)(Oc1ccc(Cl)cc1)C(=O)OCC(=O)NCCc1ccccc1	3	20	-1	1	5	2	-3	-1	12
Cc1ccc(Cl)cc1NC(=O)CN1CCN(S(=O)(=O)N2CCOCC2)CC1	2	5	0	-5	-1	1	-3	3	1
COC(=O)c1c(NC(=O)c2cccnc2Cl)sc(C(=O)N(C)C)c1C	3	-2	0	-2	12	-1	-8	-6	4
C[C@@H]1C(=O)O[C@@H]2CC34[C@H]5C[C@@H](C(C)(C)C)C36[C@H](OC(=O)[C@@H]6O)OC4(C(=O)O5)[C@@]12O (stereo not given in full)	1	3	-5	0	10	2	-2	-3	1
CCC(=O)Nc1nnc(-c2ccc(Cl)s2)o1	0	-1	8	-4	2	1	-1	0	0
O=C(OCc1nnc(-c2cccs2)o1)C1=NN(c2ccccc2)C(=O)CC1	3	/	11	-8	5	4	0	2	10
COc1ccccc1N=Cc1c(O)c2ccccc2oc1=O	0	-5	-5	-1	6	1	1	-4	2
Cc1cccc(C)c1OCC(=O)Nc1ccc(NC(=O)c2ccco2)cc1	4	2	-5	3	-2	6	7	0	0
CC(C)CCc1noc(CN2CCN(CC(=O)NC(C)C)CC2)n1	2	13	-6	9	3	8	4	2	1
Cc1ccc2[nH]c3c(c2c1)CN(C(=O)CN1CCN(Cc2ccc4c(c2)OCO4)CC1)CC3	1	12	7	0	2	-4	2	-1	-2
COc1ccc(N2CC(C(=O)OCC(=O)Nc3cccc(C)c3)CC2=O)cc1 (stereo not given)	3	-2	-6	0	1	-5	5	1	10
CN(CCC(=O)Nc1ccc(Br)cc1)Cc1ccccc1	-1	8	8	-1	-1	7	-2	0	-3
Cc1cc(C)c2cc(C#N)c(N3CCCN(S(=O)(=O)c4ccccc4)CC3)nc2c1	/	-7	/	-1	/	0	-3	-1	-1
CC1CCN(S(=O)(=O)c2cccc(C(=O)N(Cc3ccccc3)c3ccccn3)c2)CC1	25*	5	3	-4	5	4	-2	4	0
Cc1cccc(NC(=O)C(c2cccc([N+](=O)[O-])c2)N2CCCCC2)c1 (stereo not given)	-1	-2	5	-6	4	3	-3	0	3
O=C(OCCC1Oc2cccnc2NC1=O)c1ccc([N+](=O)[O-])cc1 (stereo not given)	/	2	/	-1	/	-3	-2	-1	-1
COCCCNC(=O)c1ccc(N2CCOCC2)c(NS(=O)(=O)c2ccc(OC)cc2)c1	-3	-1	3	-7	-4	0	-3	2	4
O=C(Nc1ccc(F)cc1F)c1csc(-c2cccs2)n1	1	5	6	-1	2	2	-4	-5	-1
CCc1ccc(NC(=O)Cn2nnc(C(=O)NCc3ccc4c(c3)OCO4)c2N)cc1	-5	-3	-1	-4	-6	-15	-8	-6	0
COc1cc(/C=N/NC(=O)c2cccc(S(=O)(=O)N3CCCCC3)c2)cc(Br)c1O	-3	8	18	-6	0	1	1	-3	13
CC(C)OC(=O)CCCCCN1C(=O)CSC1=S	-8	-10	-16	-71	-8	-15	-19	-9	-22
Nc1ccc(N(CCO)CCO)cc1	12	65*	16	59*	38*	-3	11	-1	14
C/C(Cl)=C\Cn1c(Nc2cccc(C)c2)nc2c1c(=O)n(C)c(=O)n2C	0	2	3	-1	10	-4	23	-5	3
CC(C)CCn1c(SCC(=O)NC2CC2)nc2cc(Cl)ccc2c1=O	5	7	1	6	2	2	1	-1	8
O=C(COC(=O)c1ccccn1)Nc1c(Cl)cccc1Cl	3	5	-2	3	7	3	1	3	-3
COc1ccc(N(CC(=O)NCCSc2ccccc2)S(=O)(=O)c2ccccc2)c(OC)c1	10	/	1	7	9	/	/	/	9
CNc1snc(C)c1C(=O)OCC(=O)c1ccc(OC)c(F)c1	3	/	0	1	1	4	-7	-1	2
Cc1cccc(CC(=O)N2CCCC2)c1	0	2	0	-3	13	7	-1	1	3
CCc1cc(C(=O)N=Nc2c(O)[nH]c3ccc([N+](=O)[O-])cc23)c2ccccc2n1	-2	43*	1	-7	8	-8	-1	-12	33*
O=C(Nc1ccccc1)c1cccc(N2C(=O)CCC2=O)c1	2	-4	-1	-2	-1	5	-1	0	-2
CCOc1ccc(S(=O)(=O)/N=C(\N)c2ccccc2)cc1	5	0	1	-6	13	11	-5	1	-3
O=c1c2c([nH]c3ccc(Br)cc13)CCCC2	0	0	9	4	1	2	-10	-1	2
Cc1onc(-c2ccccc2)c1C(=O)NC(=S)NNC(=O)c1ccc(O)cc1	7	18	0	-2	3	2	-2	-1	0
COCc1cccc(C(=O)NC(c2ccccc2)c2ccccc2)c1	4	0	8	2	4	-2	-3	2	-1
COc1ccc(Cl)cc1NC(=O)CN(C)C(=O)Cc1ccc(-c2ccccc2)cc1	5	/	-10	-11	-5	-9	-12	-5	2
O=C1/C(=C/c2ccccc2)NC(=S)N1C(c1ccccc1)c1ccccc1	4	0	-4	3	-2	-3	-13	-4	-3
COc1cc(CCC(=O)Nc2cccc(C(F)(F)F)c2)cc(OC)c1OC	5	1	-6	0	3	3	-1	-2	0
COc1cccc(-n2cc(CNCc3cn(C)nc3-c3ccccc3F)cn2)c1	-1	6	-2	4	7	7	3	1	-1
Clc1ncnc2c1oc1ccccc12	-1	5	-10	4	5	8	0	-1	6
Cc1ccc(C)c(C(=O)COc2ccc(C)nc2[N+](=O)[O-])c1	3	1	6	-5	1	5	0	4	12
COc1cc(C(=O)NC2=NCCS2)ccc1OCc1c(C)noc1C	1	3	0	1	-4	6	-14	1	6
CCCN(CCC)S(=O)(=O)c1cc(CN2C(=O)c3cccnc3C2=O)ccc1OC	6	-1	-4	-6	1	8	-5	-1	6
O=C(NCCc1cccs1)C1CC(c2cccc(F)c2)=NO1 (stereo not given)	8	1	-1	-1	-1	-1	1	-1	-1
COc1cccc(NC(=O)N2CCCC2C(=O)NC(C)C)c1 (stereo not given)	8	3	8	-5	9	4	1	3	-2
O=C1CN(S(=O)(=O)c2ccc(F)cc2)CCN1	1	/	1	1	4	/	/	/	-3
CCCCCCS(=O)Cc1ccccc1 (stereo not given)	0	5	0	3	3	6	3	3	2
CC1CN(S(=O)(=O)c2ccccc2)CC(C)O1 (stereo not given)	4	4	-2	0	3	1	4	-3	3
CC(C)C[C@H](NC(=O)C1CC(=O)N(c2ccc(F)cc2)C1)C(=O)N1CCCCC1 (stereo not given in full)	1	3	0	1	7	7	5	6	7
Cc1ccc(S(=O)(=O)Cn2nnnc2CN2CCN(C(=O)c3ccco3)CC2)cc1	4	-2	9	-2	0	2	2	-1	-2
CCOC(=O)c1c(C)n(C)c2ccc(OC)c(NC(=O)CN3CCN(C4CCCCC4)CC3)c12	2	1	2	-1	4	2	-3	2	4
COc1ccc(S(=O)(=O)N(C)C2(C)CCS(=O)(=O)C2)cc1OC (stereo not given)	4	4	4	1	0	5	-4	6	7

Later entries
SMILES	PAFAH1B2 inh	GSTO1 inh	PAFAH2 FP inh	PAD4 inh	PAFAH1B3 inh	LYPLA2 inh	PME-1 inh	LYPLA1 inh	pPAFAH inh
OCc1csc(=Nc2ccccc2)n1-c1ccccc1	2	-4	2	1	-3	-8	-6	-4	-3
COC(=O)c1ccccc1NCC(=O)c1ccc(OC)cc1	8	-7	4	-7	5	-4	2	0	-7
CCNC(=O)COc1ccc2ccccc2c1	1	0	-1	-1	-3	0	0	-1	0
Cc1ccc(OCC(=O)Nc2ccc3c(c2)OC(F)(F)O3)c([N+](=O)[O-])n1	-8	0	6	-1	0	-1	-3	5	-4
O=C1CC(c2cccnc2)c2cc3c(cc2N1)OCCO3 (stereo not given)	6	3	6	0	4	9	1	7	-1
CCCS(=O)(=O)NCCc1cc2cc(C)c(C)cc2[nH]c1=O	-4	4	2	1	-9	-10	3	-4	2
CCCCNc1c(-c2ccc(SC3CCCCC3)cc2)nc2cnccn12	3	/	-1	-3	3	/	/	/	15
OCc1cccnc1	/	1	/	-3	/	1	1	-1	-2
COc1cc2cc(CCCOC(=O)CCC(=O)O)oc(=O)c2cc1OC	2	/	5	-10	-4	4	1	5	0
Cc1cccc(C)c1NC(=O)CNC(=O)c1cncc(Br)c1	-5	4	3	-2	1	-3	0	2	1
COC(=O)c1ccccc1NC(=O)C1CCC(=O)N1S(=O)(=O)c1ccc(C)cc1 (stereo not given)	5	-6	8	2	5	3	0	0	-5
Cc1cc(Cl)nc(Cl)c1C(=O)NCCc1ccccc1	5	/	2	-1	9	-3	3	-1	2
O=C(NCCSc1ccccc1)c1ccccc1Cl	4	0	-6	1	8	0	0	-2	5
CCOC(=O)CC1COCCN1C(=O)c1cc(COc2ccc(F)cc2Cl)on1 (stereo not given)	1	-4	-3	6	4	-4	-6	-1	-8
CC(=O)N[C@@H]1[C@@H](O)[C@@H]2OC(c3ccccc3)OC[C@H]2O[C@@H]1N=[N+]=[N-] (stereo not given in full)	-1	2	-2	-3	7	-5	4	-2	-6
CCOC(=O)c1c(C)n(C)c2ccc(OC)c(NC(=O)c3cccs3)c12	5	11	3	-5	4	5	-2	2	1
CCN(CC)C(=O)c1ccc(Nc2nnc(-c3ccc(O)cc3)c3ccccc23)cc1	4	3	9	-3	14	-10	2	-5	2
COc1ccc(NC(=O)COC(=O)c2ccc3ccccc3n2)cc1OC	5	/	9	3	11	/	/	/	18
O=C(COc1ccc2c(-c3ccccc3)cc(=O)oc2c1)NCCCN1CCOCC1	5	-1	-1	-3	-2	6	-1	-1	3
CCN1C(=O)c2cccc3c(NC(=O)c4ccc5c(c4)OCCO5)ccc1c23	5	2	-4	0	11	4	-3	-2	3

Ordered by molar mass (largest number first): three of the compounds above.
SMILES	PAFAH1B2 inh	GSTO1 inh	PAFAH2 FP inh	PAD4 inh	PAFAH1B3 inh	LYPLA2 inh	PME-1 inh	LYPLA1 inh	pPAFAH inh
O=C(COc1ccc2c(-c3ccccc3)cc(=O)oc2c1)NCCCN1CCOCC1	5	-1	-1	-3	-2	6	-1	-1	3
CCN(CC)C(=O)c1ccc(Nc2nnc(-c3ccc(O)cc3)c3ccccc23)cc1	4	3	9	-3	14	-10	2	-5	2
CCOC(=O)c1c(C)n(C)c2ccc(OC)c(NC(=O)c3cccs3)c12	5	11	3	-5	4	5	-2	2	1

Screening data from PubChem.
